Mcl-1 Bim block – inhibitors of Bim peptide binding to Mcl-1, primary screen, biochemical, bead-based flow cytometry, multiplex. 190,000 compounds, 0.1% hits. Bim peptide-Mcl-1 binding. AID 1009, 2008. Induced myeloid leukemia cell differentiation protein Mcl-1 (Homo sapiens), Q07820. inhibition, % at 10 µM;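 note: 0% = no compound tracer wells and 100% = peptide blocker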
ABCB1 inh – ABCB1 efflux pump inhibitors, primary screen, cell-based, multiplex, flow cytometry, ABCG2 counter-screen | ATP-dependent translocase ABCB1 (Homo sapiens), P08183 | CCRF-Adr cells, JC-1 efflux | inhibition, % at 6.6 µM | 190,000 compounds, 0.067% hits; in the data active = inhibition above about 40%;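 note: 0% = vehicle and 100% = reference inhibitor; higher value means more JC-1 retained so stronger ABCB1 efflux block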
Bfl-1 Bim block – inhibitors of Bim binding to Bfl-1, primary screen, biochemical, multiplexed, bead-based flow cytometry | Bim-Bfl-1 binding inhibition | inhibition, % at 10 µM | 190,000 compounds, 0.12% hits;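 note: 0% = wells without compound plus tracer and 100% = blocker peptide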
Bim-Bcl-XL – inhibitors of Bim-Bcl-XL binding, primary screen, biochemical, multiplexed, bead flow cytometry, human Bcl-XL | Bcl-2-like protein 1 (Homo sapiens), Q07817 | Bim peptide-Bcl-XL binding, fluorescence | inhibition, % at 10 µM | 190,000 compounds, 0.04% hits | AID 1007, 2008
RGS4-Gao reg – modulators of RGS4 binding to Galphao, primary screen, biochemical, multiplexed bead flow cytometry | binding response (% of control), % at 10 µM | AID 1415, 2008 | Guanine nucleotide-binding protein G(o) subunit alpha (Homo sapiens), P09471 | actives lie on both sides | 220,000 compounds, 0.33% hits; in the data active = binding response below about 49% or above about 150%; inactive = in between;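 note: fluorescent Galphao activated with aluminum fluoride binding bead-coupled RGS4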
Target sequence (P09471 whole entry, looked up): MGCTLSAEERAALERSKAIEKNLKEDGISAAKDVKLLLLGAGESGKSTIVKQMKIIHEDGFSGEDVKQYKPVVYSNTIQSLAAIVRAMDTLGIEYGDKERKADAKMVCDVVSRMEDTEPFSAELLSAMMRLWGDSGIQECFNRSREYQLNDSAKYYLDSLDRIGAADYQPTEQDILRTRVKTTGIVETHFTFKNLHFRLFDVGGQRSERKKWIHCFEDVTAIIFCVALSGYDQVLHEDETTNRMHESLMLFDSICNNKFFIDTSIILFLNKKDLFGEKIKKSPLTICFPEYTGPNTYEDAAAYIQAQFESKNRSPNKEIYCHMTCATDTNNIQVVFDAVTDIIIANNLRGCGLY
Bcl-B Bim block – inhibitors of Bim-Bcl-B binding, primary screen, biochemical, multiplexed, human Bcl-2 family. 190,000 compounds, 0.073% hits. inhibition, % at 10 µM. Bcl-2-like protein 10 (Homo sapiens), Q9HD36. bead-based flow cytometry, Bim peptide-Bcl-B binding;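 note: 0% = tracer peptide without compound and 100% = reference inhibitor peptide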
RGS8-Gao reg – RGS8-Galphao binding modulators, primary screen, biochemical, multiplexed bead flow cytometry | 220,000 compounds, 0.34% hits | response (percent of control binding), % at 10 µM | actives lie on both sides; in the data active = response below about 60% or above about 140%; inactive = in between;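 note: Galphao activated as the GDP aluminium fluoride complex binding bead-coupled RGS8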
Bim-Bcl-W – inhibitors of Bim binding to Bcl-W, primary screen, biochemical, multiplexed, bead-based flow cytometry | Bcl-2-like protein 2 (Homo sapiens), Q92843 | Bim peptide-Bcl-W binding | inhibition, % at 10 µM | 190,000 compounds, 0.02% hits | AID 952, 2007;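 note: 0% = bound tracer without compound and 100% = peptide blocker; higher means less fluorescent Bim peptide bound to Bcl-W beads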
RGS7-Gao reg – RGS7-Galphao binding modulators, primary screen, biochemical, multiplexed bead flow cytometry; binding response (% of control), % at 10 µM; 220,000 compounds, 0.35% hits; Guanine nucleotide-binding protein G(o) subunit alpha (Homo sapiens), P09471; actives lie on both sides; in the data active = binding response below about 49% or above about 150%; inconclusive = no clear call, values can overlap the other calls; inactive = in between;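 note: fluorescent Galphao held in activated GDP-AlF4 state binding bead-coupled RGS7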
ABCG2 inh – ABCG2 efflux pump inhibitors, primary screen, multiplex with ABCB1, IgMXP3 cells, flow cytometry | Broad substrate specificity ATP-binding cassette transporter ABCG2 (Homo sapiens), Q9UNQ0 | JC-1 efflux | inhibition, % at 6.6 µM | 190,000 compounds, 0.1% hits;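 active = inhibition above 80%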;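 note: 0% = DMSO and 100% = nicardipine control wells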
Target sequence (Q9UNQ0 whole entry, looked up): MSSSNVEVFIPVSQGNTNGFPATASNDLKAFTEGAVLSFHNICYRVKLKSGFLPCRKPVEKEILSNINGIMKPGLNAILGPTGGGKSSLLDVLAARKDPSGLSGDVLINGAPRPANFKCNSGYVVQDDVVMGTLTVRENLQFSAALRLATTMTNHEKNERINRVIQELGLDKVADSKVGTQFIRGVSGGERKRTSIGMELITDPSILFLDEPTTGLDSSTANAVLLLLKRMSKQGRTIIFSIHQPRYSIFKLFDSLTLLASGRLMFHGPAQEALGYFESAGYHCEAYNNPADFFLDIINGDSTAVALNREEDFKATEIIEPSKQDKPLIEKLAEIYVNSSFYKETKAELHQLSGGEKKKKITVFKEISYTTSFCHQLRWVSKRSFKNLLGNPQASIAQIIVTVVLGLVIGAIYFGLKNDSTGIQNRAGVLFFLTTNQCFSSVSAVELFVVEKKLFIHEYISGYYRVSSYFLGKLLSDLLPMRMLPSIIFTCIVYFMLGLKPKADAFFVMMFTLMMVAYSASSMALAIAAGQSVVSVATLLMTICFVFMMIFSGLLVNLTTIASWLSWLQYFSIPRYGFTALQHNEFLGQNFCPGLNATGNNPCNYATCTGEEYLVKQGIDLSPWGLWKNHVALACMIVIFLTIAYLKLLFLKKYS
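Test system: IgMXP3 cells (ABCG2) mixed with DDAO far-red-labelled CCRF-Adr cells (ABCB1). Reagent: JC-1 transporter substrate. Compound dosing: single test compound dose, 6.6 µM final. Times: 10 min compound exposure, 25 °C. Detection: flow cytometry of retained JC-1 fluorescence. Read-out basis: efflux inhibition in percent versus controls. Controls: nicardipine and DMSO wells.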
Bcl-2 Bim block – inhibitors of Bim-Bcl-2 binding, primary screen, biochemical, multiplexed, human Bcl-2 family; Apoptosis regulator Bcl-2 (Homo sapiens), P10415; Bead-based flow cytometry, Bim peptide-Bcl-2 binding; inhibition, % at 10 µM; 190,000 compounds, 0.06% hits; AID 950, 2007; in the data active = inhibition above about 40%; inconclusive = no clear call, values can overlap the other calls;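 note: 0% = no compound wells with probe peptide and 100% = reference peptide inhibitor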
Numbers without * were called inactive; ? = inconclusive; . = not tested or not shown. Cut-off read from the data, not from the text of the source, unless noted: active = inhibition above about 40%. No enrichment for hits; overall some 0.94% were active at least once.

SMILES	Mcl-1 Bim block	ABCB1 inh	Bfl-1 Bim block	Bim-Bcl-XL	RGS4-Gao reg	Bcl-B Bim block	RGS8-Gao reg	Bim-Bcl-W	RGS7-Gao reg	ABCG2 inh	Bcl-2 Bim block
CN1CCN(c2ccc(NC(=O)c3cccs3)cc2)CC1	0	0.2	-2	-1	97	2	101	-1	98	1	0
CCOC(=O)CNc1c(-c2ccccc2)nc2ccc(Cl)cn12	2	0.6	-7	0	98	-5	101	0	99	4	-4
CCCC(NS(=O)(=O)c1ccc(C)cc1)C(=O)O (stereo not drawn)	0	-0.1	0	2	110	0	109	0	106	2	-3
CN(C)c1ccc(CNC2C3CC4CC(C3)CC2C4)cc1 (stereo not drawn)	0	0.3	1	-1	105	0	103	-1	102	2	-2
O=C(CSc1nc2ccccc2o1)Nc1nc(-c2ccccc2)c(-c2ccccc2)s1	-1	-0.2	-13	-6	101	-7	101	-4	100	0	-7
NS(=O)(=O)c1cc(C2(O)NC(=O)c3ccccc32)ccc1Cl (stereo not drawn)	2	-1.0	1	0	104	-3	93	-1	106	0	1
COc1ccc(-n2nnnc2SCC(=O)Nc2ccccc2)cc1	-2	0.6	0	0	94	0	97	-1	93	8	0
COc1ccc(-n2nnnc2SCC(=O)N2CCN(C(=O)c3ccco3)CC2)cc1OC	-1	0.5	-3	-4	100	-2	102	0	98	3	-4
Cc1cc([N+](=O)[O-])nn1CC(=O)Nc1ccc(F)cc1	-2	0.5	-5	-5	100	-9	103	-5	?	7	-5
O=C(NC1CCCCC1)n1c(=O)oc2cc(S(=O)(=O)N3CCCCC3)ccc21	-2	0.3	-12	-6	101	-7	102	0	101	2	-12
C/C(=N\OC(=O)c1ccc(F)cc1)c1sc(-c2ccccc2)nc1C	-5	-1.7	-5	-3	97	-3	95	0	100	-1	-4
O=C(N/N=C\c1cccc(Br)c1)c1ccccc1-n1cccc1	5	.	-3	0	103	-2	106	2	106	.	-2
COc1ccc(CC(=O)NC(C)(C)CC(C)=O)cc1OC	2	0.3	0	0	106	0	103	3	102	1	2
O=C(NNc1cccc(Cl)n1)c1ccc(Cl)nc1	-2	-0.8	0	-5	101	-8	99	-4	106	-6	0
O=c1cc(-c2ccccc2)nc2nc(CCc3ccccc3)[nH]n12	-5	0.8	-19	-10	103	-8	101	-3	101	4	-11
COc1ccc(C2(CNC(=O)c3ccc(C)cc3)CCOCC2)cc1	1	0.5	-7	-2	99	-4	99	0	?	3	-3
COc1ccc(C(=O)Nc2ccc(Cl)cc2C(=O)NCCO)cc1	2	0.3	-14	-3	102	-6	102	-1	106	3	-9
O=C(NCc1ccco1)c1cnn2c(C(F)(F)F)cc(-c3cccs3)nc12	0	1.8	5	2	95	5	99	4	96	14	-2
CCNC(=S)NN=C1CCC(C(C)(C)C)CC1 (stereo not drawn)	1	0.2	-14	-4	98	-10	99	-2	94	1	-12
COc1ccccc1NC(=O)c1cc(C(=O)Nc2ccccc2OC)cc(N2C(=O)CCC2=O)c1	-4	-0.4	13	-5	98	-10	100	-3	100	0	0
O=C(O)/C=C/c1ccc([N+](=O)[O-])o1	1	0.6	-2	1	101	-2	96	2	?	2	3
CCOC(=O)C1=C(N)Oc2cc(O)ccc2C1c1ccc([N+](=O)[O-])cc1 (stereo not drawn)	0	-0.1	-1	-1	102	-6	101	-4	102	0	0
Cc1ccc(C(N)=O)cc1S(=O)(=O)Nc1cccc(C)c1C	4	0.2	-9	-2	103	-4	101	-3	105	0	-2
O=C(COc1ccccc1)Nc1cccc2c1CCCC2	1	0.1	-9	5	102	-5	102	2	101	1	-5
COC(=O)c1cc(Br)c(=O)n(-c2ccccc2F)c1	-3	0.2	-4	-1	97	-4	96	-3	94	1	-7
c1ccc(-c2oc3ncnc(NCCCn4ccnc4)c3c2-c2ccccc2)cc1	1	0.0	-9	-6	101	-7	102	1	95	0	-6
CCOc1ccc(NC(=O)C2CC(=O)N(C)C(=Nc3ccc4c(c3)OCO4)S2)cc1 (stereo not drawn)	0	0.5	-8	-5	101	-2	103	-4	103	2	-5
CCOC(=O)Cc1csc(NC(=O)CSc2nnc(-n3nc(C)cc3C)c3ccccc23)n1	-2	4.2	-13	-8	96	-14	101	-2	98	19	-7
COc1ccccc1N1CCN(CC(=O)Nc2cccc(F)c2)CC1	-6	0.9	-26	-10	101	-10	101	-7	100	4	-5
Cn1c(=O)cc(OCC(=O)NCc2cccs2)c2ccccc21	-2	0.5	-2	-3	100	-2	101	-1	96	8	0
COc1cccc(-n2cc(CN(C)Cc3nc(Cc4cccc(F)c4)no3)cn2)c1	16	0.9	-2	0	101	-1	101	9	100	6	-1
Cc1ccc2c(N)c(C(=O)N(c3ccccc3)c3ccccc3)sc2n1	-7	0.1	4	-3	94	-8	81	-1	91	2	-5
Cc1ccc(C(=O)NNC(=O)c2ccco2)cc1	-5	0.9	0	-4	118	-8	135	-3	114	3	-3
O=C(COC(=O)/C=C/c1ccc2c(c1)OCO2)Nc1ccccc1	3	2.8	-5	0	100	-2	99	-1	?	9	-5
Cc1ccc(-c2nnn(CC(=O)N(c3ccccc3)C(C(=O)NCC3CCCO3)c3cccs3)n2)o1 (stereo not drawn)	-1	0.2	-3	-5	94	-1	99	-5	95	1	0
COc1ccccc1NC(=O)C(Cc1ccc(Cl)cc1)c1nn[nH]n1 (stereo not drawn)	-6	-0.1	-15	-18	106	-12	104	-3	99	0	-11
COc1cccc(Nc2ncc(C(=O)O)c3ccccc23)c1	0	2.0	-3	-1	99	0	99	0	99	19	0
CCS(=O)(=O)c1ccc2oc(Nc3ccc(C(C)C)cc3)nc2c1	-11	-0.2	31	5	100	-34	86	4	128	1	-3
Cc1ccccc1NC(=O)c1cc2c(C)nc3ccccc3c2o1	1	1.3	-3	4	97	4	105	4	100	9	-1
O=C(CCS(=O)(=O)Cc1ccc(Cl)cc1)NCCCN1CCOCC1	-7	0.3	-6	0	96	-2	99	-3	99	1	-2
COCCN1C(=O)c2ccc(C(=O)O)cc2C1=O	-2	0.6	-13	-6	99	-7	99	0	101	2	-5
CC(/C=N/Nc1ncc(C)c(=O)[nH]1)=C\c1ccccc1	2	0.3	-3	-1	95	-3	97	0	?	5	0
CCOc1ccc(NC(=O)c2ccc(NCC(=O)N3CCCCCC3)cc2)cc1	1	0.0	-1	-2	95	-1	96	0	?	3	0
Cc1ccc(C(=O)NCC(=O)OCC(=O)N2CCCc3ccccc32)cc1	-5	2.1	0	-7	96	-7	95	-4	98	27	-1
Cc1cc(C)cc(N=c2c([N+](=O)[O-])nn(-c3ccc4c(c3)OCCO4)n2O)c1	-2	0.4	-1	-2	102	-7	96	0	99	13	-1
CCSc1nnc(NC(=O)Cc2ccc(OC)cc2)s1	-1	0.8	0	-1	101	0	100	-1	104	4	-2
Cc1cccc(NC(=O)Cc2nnc(NC(=O)Nc3ccccc3F)s2)c1	1	0.3	-1	0	98	-2	102	1	106	1	0
Cc1occc1C(=O)NCc1ccccc1	0	-0.1	-1	-5	97	0	97	-2	98	-1	-1
CCOc1cc(/C=N/O)ccc1OCc1ccccc1F	0	1.1	3	-2	106	-4	106	1	101	16	1
COc1cc(C)c(CNc2ccc(OC)c(OC)c2)cc1C	0	-0.2	21	3	109	-7	107	9	105	0	6
COC(=O)c1sccc1NC(=S)Nc1cc(C)ccc1OC	-4	0.2	-7	-9	98	-10	98	-5	?	0	-10
Cn1c(/C(C#N)=C2/CCCCCN2)nc2ccccc21	-4	0.4	-9	-15	98	-9	99	1	97	2	-8
O=C(CCn1c(=O)oc2ccccc21)Nc1nccs1	-3	0.1	0	-3	102	-1	102	-1	105	1	0
Cc1ccc(NC(=O)Cn2c(C)cc(C)c(C#N)c2=O)c(Cl)c1	-1	1.2	-20	-7	102	-8	102	-2	98	10	-8
Cc1ccc(NC(=S)NC(NC(=O)c2ccccc2)C(Cl)(Cl)Cl)c(C)c1 (stereo not drawn)	-2	-0.6	-3	-2	91	-2	102	-3	96	-4	-1
Cc1cc(C)n(-c2ccc(C(=O)OCC(=O)Nc3cc(Cl)ccc3[N+](=O)[O-])cc2)n1	-7	-0.1	-1	-6	92	-5	88	-4	89	12	2
O=C(NCc1ccco1)c1ccccc1NS(=O)(=O)c1cccs1	0	0.0	-11	-7	98	-7	99	0	96	-1	-7
COc1ccc(S(=O)(=O)N(C)c2ccc(C(=O)N3CCCC3)cc2)cc1	-1	0.5	-4	0	93	0	94	-2	93	2	0
Cc1ccc(N=Nc2c(C)[nH]n(-c3ccccc3)c2=O)cc1	-1	0.3	-10	-2	101	-9	98	-1	100	3	-2
COc1ccc(C2c3c(ccc4ccccc34)Oc3ncn4nc(Cc5ccccc5)nc4c32)cc1OC (stereo not drawn)	7	-0.4	8	11	95	6	86	7	92	0	8

Entries of single compounds as entered above. Values in the order: Mcl-1 Bim block | ABCB1 inh | Bfl-1 Bim block | Bim-Bcl-XL | RGS4-Gao reg | Bcl-B Bim block | RGS8-Gao reg | Bim-Bcl-W | RGS7-Gao reg | ABCG2 inh | Bcl-2 Bim block
Entry for CCCC(NS(=O)(=O)c1ccc(C)cc1)C(=O)O (stereo not drawn) = 0 | -0.1 | 0 | 2 | 110 | 0 | 109 | 0 | 106 | 2 | -3
Entry for Cc1ccc(NC(=S)NC(NC(=O)c2ccccc2)C(Cl)(Cl)Cl)c(C)c1 (stereo not drawn) = -2 | -0.6 | -3 | -2 | 91 | -2 | 102 | -3 | 96 | -4 | -1

(next part)
SMILES	Mcl-1 Bim block	ABCB1 inh	Bfl-1 Bim block	Bim-Bcl-XL	RGS4-Gao reg	Bcl-B Bim block	RGS8-Gao reg	Bim-Bcl-W	RGS7-Gao reg	ABCG2 inh	Bcl-2 Bim block
CCOc1ccc(Cc2c(Cl)nc(SC)nc2OC)cc1	1	0.9	-7	0	103	-5	102	0	101	8	-7
CCN(CC)CCOC(=O)c1ccc(NC(=O)CNC(=O)c2ccccc2)cc1	-5	0.9	-4	-5	101	-3	102	-2	98	7	-4
COc1ccc(C)cc1S(=O)(=O)N(CC(=O)NCc1ccc(Cl)cc1)Cc1ccccc1	0	1.5	-13	-4	97	-9	99	5	97	4	-8
CCC1Sc2ccccc2N(CC(=O)NCc2ccccc2OC)C1=O (stereo not drawn)	-2	0.9	0	0	104	0	100	0	99	3	-2
Cn1c(=O)oc2cc(S(=O)(=O)Nc3ccc4c(c3)OCCO4)ccc21	0	2.9	-11	-3	97	-9	102	-1	90	8	-10
